PLC-beta3 inh: PLC-beta3 (human) inhibition, primary screen | Q01970 | Purified PLC-beta3, fluorogenic substrate, fluorescence | inhibition, % at 12.2 µM | actives 0.18% (n = 370,000) | AID 720704; in the data active means inhibition above about 11%;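 further: 0% = median of compound wells on plate and 100% = full blocker control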
Target sequence (Q01970 whole entry, looked up): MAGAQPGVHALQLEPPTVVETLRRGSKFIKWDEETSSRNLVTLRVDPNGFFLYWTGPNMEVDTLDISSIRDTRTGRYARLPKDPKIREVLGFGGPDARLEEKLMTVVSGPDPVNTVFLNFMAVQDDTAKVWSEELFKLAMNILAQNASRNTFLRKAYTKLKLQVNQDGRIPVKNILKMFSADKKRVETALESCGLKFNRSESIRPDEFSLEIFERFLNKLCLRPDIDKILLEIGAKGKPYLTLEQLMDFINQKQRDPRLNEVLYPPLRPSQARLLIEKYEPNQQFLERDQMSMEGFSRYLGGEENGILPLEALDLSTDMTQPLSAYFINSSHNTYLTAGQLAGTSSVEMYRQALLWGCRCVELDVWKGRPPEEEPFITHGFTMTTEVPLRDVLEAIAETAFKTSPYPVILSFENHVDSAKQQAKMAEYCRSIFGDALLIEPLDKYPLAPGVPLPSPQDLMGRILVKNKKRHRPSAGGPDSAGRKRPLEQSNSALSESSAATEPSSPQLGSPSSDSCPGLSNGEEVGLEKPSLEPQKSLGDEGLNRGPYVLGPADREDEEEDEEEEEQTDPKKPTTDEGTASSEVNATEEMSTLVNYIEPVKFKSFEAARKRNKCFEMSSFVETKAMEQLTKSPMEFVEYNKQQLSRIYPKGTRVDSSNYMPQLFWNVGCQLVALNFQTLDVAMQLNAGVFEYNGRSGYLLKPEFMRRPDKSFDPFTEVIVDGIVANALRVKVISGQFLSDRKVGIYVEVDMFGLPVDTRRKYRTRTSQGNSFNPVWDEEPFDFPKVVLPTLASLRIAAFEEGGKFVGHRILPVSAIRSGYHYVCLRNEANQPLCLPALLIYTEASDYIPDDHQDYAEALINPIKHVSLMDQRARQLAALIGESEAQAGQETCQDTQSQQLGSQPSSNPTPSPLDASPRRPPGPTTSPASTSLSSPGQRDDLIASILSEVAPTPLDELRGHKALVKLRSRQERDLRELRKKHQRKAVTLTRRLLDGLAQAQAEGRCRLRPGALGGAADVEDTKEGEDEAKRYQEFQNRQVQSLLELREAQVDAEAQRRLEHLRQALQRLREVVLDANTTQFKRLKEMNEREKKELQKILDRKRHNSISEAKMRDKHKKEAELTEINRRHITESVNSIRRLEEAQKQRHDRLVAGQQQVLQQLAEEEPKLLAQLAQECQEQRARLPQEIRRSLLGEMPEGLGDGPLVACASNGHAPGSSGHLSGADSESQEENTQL
ARFGAP1 inh: rat ARFGAP1 inhibition; Arfgap1-stimulated ARF1 GTP hydrolysis, GDP FP detection; inhibition, % at 16.5 µM; actives 0.26% (n = 360,000); Q62848;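 active means inhibition above a per-plate limit, mean inhibition of low control wells plus 3 SD, cut at about 25% in these data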;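 further: 0% = DMSO wells with enzyme and 100% = wells lacking Arfgap1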
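material = rat Arfgap1 catalytic domain, aa 1-136 | also added = human ARF1(Δ1-17)-GTP substrate | compound dosing = one concentration, 16.5 µM, DMSO 1.26% | times = GTP hydrolysis reaction 2 h at 25 °C | measured by = FP, GDP Alexa 633 tracer displaced from anti-GDP antibody, 620/688 nm | evaluation = percent inhibition of Arfgap1-stimulated GTP hydrolysis | replication = single well per compound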
ADAM10 inh: inhibits human ADAM10; O14672; recombinant ADAM10, EDANS/DABCYL FRET peptide cleavage, 3 h; inhibition, % at 7 µM; actives 0.62% (n = 370,000);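 active means inhibition above a per-campaign cutoff equal to the mean of compounds falling between control-based bounds plus 3 SD, cut at about 20% in these data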;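 further: 0% = DMSO wells while the 100% control is not disclosed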
PLCg1 inh: inhibitors of human phospholipase C gamma1 | P19174 | inhibition, % at 12.2 µM | actives 0.84% (n = 370,000) | purified PLC-gamma1, fluorogenic substrate, fluorescence; in the data active means inhibition above about 9.5%
ASAP1 inh: inhibitors of human ASAP1 ArfGAP activity. Q9ULH1. ASAP1-stimulated ARF1 GTP hydrolysis, GDP FP detection. inhibition, % at 16.5 µM. actives 0.19% (n = 360,000); in the data active means inhibition above about 25%;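 further: 0% = vehicle with enzyme and substrate and 100% = no enzyme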
ADAM17 inh: inhibits human ADAM17 | actives 0.83% (n = 370,000) | P78536 | inhibition, % at 6.95 µM | recombinant ADAM17, EDANS/DABCYL FRET peptide cleavage;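 active means inhibition above the mean of compounds lying between control limits plus 3 SD, set per campaign, cut at about 8.5% in these data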;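 further: 0% = DMSO-only wells as the low control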
TDP2 inh: blocks human TDP2 phosphodiesterase activity; O95551; recombinant TDP2, T5PNP hydrolysis, p-nitrophenol absorbance 415 nm; inhibition, % at 12.8 µM; actives 0.34% (n = 370,000); AID 720702;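 active means inhibition above the mean of all tested compounds plus 3 SD, set per campaign, cut at about 25% in these data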;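 further: 0% = DMSO with enzyme and 100% = buffer with substrate but no TDP2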
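test system = human TDP2 enzyme | input = TDP2 enzyme at 120 nM final | medium = 50 mM Tris-HCl pH 7.5 with Mg2+, KCl, DTT, BSA | also added = T5PNP substrate, 5 mM | times = 2 h at 37 °C | technique = epi absorbance | benchmarks = high control without enzyme, low control DMSO plus TDP2 | replication = each compound tested once, singlicate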
Tn6 DDE FP: DD(E)-Tn6 binding inhibition, primary FP screen. P02675. Fibrin DD(E) TRITC-Tn6 fluorescence polarization displacement. inhibition, % at 8.3 µM. actives 0.21% (n = 370,000). AID 720509;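 active means inhibition above a per-campaign cutoff: mean of compounds within control limits plus 3 SD, cut at about 15% in these data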;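 further: 0% = median of all compound wells on the plate and 100% = blocking peptide control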
SIAE primary: inhibitors of human sialic acid acetylesterase SIAE; Q9HAT2; SIAE FP-Rh probe binding, fluorescence polarization; inhibition, % at 9.66 µM; actives 0.69% (n = 370,000); AID 1053197;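 active means inhibition above a cutoff: mean of compounds within the control limits plus 3 SD of those, cut at about 17% in these data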;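 further: 0% = plate median of compound wells and 100% = probe without SIAE protein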
Tn7 DDE FP: DD(E)-Tn7 binding inhibition, primary FP screen | FP displacement of FITC-Tn7 peptide from fibrin DD(E); 0% = median of compound wells per plate | inhibition, % at 8.3 µM | actives 0.13% (n = 370,000) | P02675;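 active means inhibition above the mean of compounds falling within the control limits plus 3 SD of them, cut at about 14% in these data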;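 further: 0% = plate median of compound wells and 100% = 10 µM Aha-Tn7 peptide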
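Assay system: Fibrin-DD(E) protein isolated from polymerized human fibrin clots; read-out basis: percent inhibition; medium: Tris/NaCl/CaCl2 buffer, pH 7.8; signal: FP measurement; incubation: 10 min plus 3 h, room temperature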
The depositor's hits bear a star; i = inactive; . = not tested or not shown.

SMILES | PLC-beta3 inh | ARFGAP1 inh | ADAM10 inh | PLCg1 inh | ASAP1 inh | ADAM17 inh | TDP2 inh | Tn6 DDE FP | SIAE primary | Tn7 DDE FP
Cc1cccc(Nc2nnc(SCC(=O)NC3CCCc4ccccc43)s2)c1C (stereo not drawn) | -3 | 6 | 8 | 1 | 5 | 6 | 1 | -6 | 4 | -12
Clc1ccc2c(c1)C1=C(C(c3ccncc3)O2)C(c2ccc(Br)cc2)n2ncnc2N1 (stereo not drawn) | -195 | -5 | -218 | -130 | 1 | -73 | -7 | -10 | -14 | -2
O=C(CN1CCN(C(=O)C2CC2)CC1)Nc1cc(C(F)(F)F)cc(C(F)(F)F)c1 | -1 | 6 | 6 | -4 | 13 | 2 | 5 | -1 | -2 | 1
O=C1c2ccccc2NC(c2ccc([N+](=O)[O-])cc2)N1O (stereo not drawn) | -2 | -8 | -1 | 0 | -6 | -2 | -8 | -4 | -1 | 2
COCCCN1C(=O)C(CC(=O)NCC2CCCCC2)CC(C(=O)N(C)C)=C1C (stereo not drawn) | 1 | 1 | -169 | -1 | 9 | -4 | -2 | -1 | -3 | 3
CCn1c(CSc2nc3ccccc3s2)nnc1SCC(=O)c1ccc(Cl)cc1 | -3 | 5 | 1 | -10 | -12 | -3 | 0 | 6 | -1 | 0
Cc1nc(C)n(CC(=O)N2CCCC(C(=O)c3ccc(Cl)cc3C)C2)n1 (stereo not drawn) | -2 | 11 | 1 | -1 | 3 | 0 | -7 | -1 | 14 | -8
CCCc1[nH]nc2c1C(c1ccc(OC)c(Cn3nc(C)c(Br)c3C)c1)C(C#N)=C(N)O2 (stereo not drawn) | -33 | 4 | -8 | -27 | 8 | -2 | -4 | -2 | 0 | 6
Cc1csc(C(=O)O)c1-n1cccc1 | -7 | 7 | -7 | 0 | -3 | -5 | 2 | -3 | 6 | -5
O=S(=O)(c1ccc(CN2CCOCCOCCN(Cc3ccc(S(=O)(=O)C(F)(F)F)cc3)CCOCC2)cc1)C(F)(F)F | -5 | . | 5 | -1 | . | 1 | 0 | -3 | 0 | -11
Cc1cccc(C(=O)OCC(=O)N(CC(C)C)c2c(N)n(Cc3ccccc3)c(=O)[nH]c2=O)c1C | -2 | 5 | -6 | 0 | -11 | -1 | -2 | 2 | -5 | -2
CN1CC(=O)N(CC(=O)NC2CCCCC2)C1=O | -2 | 9 | -1 | 1 | -5 | -1 | 5 | -7 | -4 | -2
CC(Oc1ccc2c3c(c(=O)oc2c1)CCC3)C(=O)NCCN1CCOCC1 (stereo not drawn) | -7 | 0 | -101 | -7 | 12 | -29 | -2 | 3 | -4 | -1
COc1ccc(OCC(O)CN2C(=O)c3ccccc3S2(=O)=O)cc1 (stereo not drawn) | 1 | 1 | -13 | -2 | -7 | -4 | 3 | 0 | 4 | 0
Cc1cc(C(=O)CN2C(=O)NC3(CCCc4ccccc43)C2=O)c(C)n1Cc1cccs1 (stereo not drawn) | 4 | -14 | 11 | 1 | -7 | -1 | -6 | 12 | -8 | 1
COc1ccc(NC2=NCC(Cc3ccc(Br)cc3)S2)cc1 (stereo not drawn) | 4 | 8 | 12 | 6 | 16 | 6 | -5 | 4 | 11 | -5
CC(=O)NC(=S)Nc1ccc(NC(=S)NC(=O)c2ccc([N+](=O)[O-])cc2)cc1 | -7 | 9 | -1 | 1 | -4 | 1 | -9 | 6 | 4 | 2
O=C(NCCS(=O)(=O)NCc1ccccn1)c1ccccc1 | -4 | -4 | 1 | 0 | -7 | 1 | 0 | 8 | -4 | -1
CCOC(=O)c1ccc(NC(=O)Cn2cc3c(n2)CCC(C)C3)cc1 (stereo not drawn) | -1 | 12 | -8 | -2 | -21 | 0 | 4 | 1 | 7 | 6
COc1ccc(C(=O)OCC(=O)NC2CCCC2)c(OC)c1 | -4 | 3 | -1 | -3 | -6 | 0 | 3 | 5 | -1 | 2
CCOC(=O)C1(Cc2ccccc2C)CCCN(C(=O)CCc2c(C)noc2C)C1 (stereo not drawn) | -12 | -2 | -9 | 3 | 8 | -3 | 0 | 0 | 2 | -3
CCN1CCCC1CNC(=O)C1CCCN(S(=O)(=O)c2cccc3nsnc23)C1 (stereo not drawn) | 1 | -9 | -6 | 0 | 6 | 0 | 0 | -4 | 0 | -7
CCC(=O)N(CCC(Cc1ccccc1)c1ccco1)Cc1ccco1 (stereo not drawn) | -8 | -8 | 3 | -1 | -1 | -4 | 5 | 0 | -3 | 0
COc1ccc(NC(=O)c2c(OC)cccc2OC)c(OC)c1 | -2 | -1 | 3 | -2 | -16 | -4 | 0 | -5 | 6 | 1
COc1cccc2c(=O)ccoc12 | -79 | 8 | -72 | -57 | -14 | -28 | -2 | 10 | -3 | 2
CCc1noc(C)c1C(=O)N1CCCC(N2CCN(c3ccc(F)cc3)CC2)C1 (stereo not drawn) | -3 | -2 | -2 | -1 | -4 | 3 | -12 | 3 | 4 | 1
COC(=O)c1cnn(-c2ccccc2)c1/C=N/NC(=S)Nc1ccc(Cl)cc1 | -4 | 6 | 2 | 1 | 14 | 2 | 10 | 7 | 1 | 1
CCOC(=O)C1=CNS(=O)(=O)NC1c1ccc(C#N)cc1 (stereo not drawn) | -64 | 6 | -195 | -41 | -4 | -44 | -3 | -3 | 6 | -2
COc1cccc(-c2cc(C(=O)N3CCN(c4ccc(F)cc4)CC3)no2)c1 | -22 | 7 | 9 | -3 | -15 | 1 | -2 | -1 | -1 | 0
Cc1cccc(-n2nnnc2-c2cnccc2C(F)(F)F)c1C | -7 | 3 | -2 | 0 | -4 | -2 | 10 | -5 | 3 | 1
O=[N+]([O-])c1ccc2c(c1)C(=NO)c1cc(F)ccc1-2 | -3 | 5 | -6 | 1 | 8 | 0 | -1 | -2 | -11 | 7
C/C(=N\OCc1nc2ccccc2c(=O)n1/N=C/c1cc(C)cc([N+](=O)[O-])c1O)c1ccccc1 | -100 | 2 | -8 | -72 | -1 | -4 | -22 | -2 | 11 | -9
CCn1cc(C(=O)NCc2cccnc2)c(=O)c2cc(F)c(N3CCN(C(=O)c4ccco4)CC3)cc21 | i | -1 | i | -470 | 6 | -282 | -12 | -2 | -7 | -4
CN(C)/C=C/C(=O)c1cnc2sccn2c1=O | -26 | -8 | -23 | -18 | -4 | -7 | 10 | 3 | -6 | -6
Oc1ccc(Cl)cc1C=Nc1ccc(Br)cc1 | 1 | 1 | -1 | -1 | 0 | 0 | -13 | 1 | -4 | -3
CCCCOCC1CN(CCCC)S(=O)(=O)c2c(cccc2Sc2ccc(SC)cc2)O1 (stereo not drawn) | 4 | 7 | 4 | 7 | -2 | 3 | -6 | -8 | 0 | -1
CCOC(=O)N/N=C\c1ccc([N+](=O)[O-])s1 | -6 | 1 | -3 | -1 | 0 | 1 | 3 | 4 | 2 | -3
Cc1ccc(C(=O)CN(CCCC(N)=O)C(=O)c2ccncc2)cc1 | 1 | 8 | 13 | -2 | -6 | -1 | -6 | -1 | -5 | -1
C[n+]1cn(/N=C/c2ccccc2)c2ccccc21 | 0 | 2 | 4 | 0 | 14 | 0 | 0 | -3 | 2 | 5
Cc1ccccc1-n1cc(CNC(=O)C2CCC(=O)N(C3CC3)C2)cn1 (stereo not drawn) | -2 | 0 | -4 | 2 | 6 | 3 | -6 | 5 | -4 | 3
CCOC(=O)CC[C@H](NC(=O)Cn1cnc2c(NCc3ccccc3)ncnc21)C(=O)OCC | 2 | -5 | -6 | 1 | -3 | 3 | 4 | 2 | 3 | 1
CN1CCCN(Cc2ccc(Cl)cc2Cl)CC1 | 6 | 9 | 9 | 4 | -3 | 1 | -2 | 6 | 3 | 0
CCCn1nc(C(=O)Nc2nnc(CC)s2)c2ccccc2c1=O | -10 | 6 | -3 | -2 | 7 | -4 | -7 | 5 | 0 | 8
Cc1ccc(NC(=S)NCCN2CCOCC2)cc1C | 0 | -3 | -4 | 0 | -16 | -4 | 16 | -7 | 5 | 0
Clc1ccc(-c2nnc(-c3ccccc3)c(-c3c[nH]c4ccccc34)n2)cc1 | -12 | 2 | -10 | 3 | 6 | -3 | 6 | -3 | 10 | 3
CC(=O)N(C)[C@H]1C[C@@H](c2ccccc2)N(C(C)=O)C[C@H]1CO | 4 | 4 | -11 | 4 | 4 | -4 | -1 | 3 | 1 | 6
CC(=O)Nc1nc2c(C)c(Cl)ccc2s1 | -2 | -8 | -1 | 0 | 3 | -5 | 3 | 12 | 0 | 1
Cc1ccc(N2CC(C(=O)NCc3ccc(C)n3C)CC2=O)cc1 (stereo not drawn) | -8 | 1 | -5 | -3 | -2 | -3 | 1 | -1 | 7 | -1
CCOC(=O)C1=C(CNCc2ccccc2Cl)NC(=O)NC1c1cccc([N+](=O)[O-])c1 (stereo not drawn) | -2 | -9 | -2 | 4 | 8 | -1 | 3 | 3 | 3 | 2
COc1ccc(CCNC(=O)CCC(=O)N2CCOc3ccccc32)cc1OC | -1 | -3 | -10 | 0 | 13 | -3 | -7 | 0 | 3 | 3
Cc1ccc(C)c(C(=O)OCC(=O)Nc2ccc(N3CCOCC3)cc2)c1 | 0 | 18 | -7 | -1 | -4 | -5 | -20 | -10 | -1 | 0
O=c1ccn(C2CCCO2)c(=O)[nH]1 (stereo not drawn) | 4 | 11 | 2 | -1 | -1 | 0 | 3 | -5 | -2 | 2
CCc1cc2c(=O)c(-c3ccon3)c(N)oc2cc1OC | -2 | 3 | 4 | -2 | 4 | -1 | -5 | 4 | -6 | 8
CC(=O)c1ccc(S(=O)(=O)NCc2nnnn2-c2ccccc2)cc1 | -1 | -6 | -8 | -2 | 2 | 2 | -4 | 0 | 1 | -1

Part of the list above in another layout.
Molecule,PLC-beta3 inh,ARFGAP1 inh,ADAM10 inh,PLCg1 inh,ASAP1 inh,ADAM17 inh,TDP2 inh,Tn6 DDE FP,SIAE primary,Tn7 DDE FP
Cc1ccccc1-n1cc(CNC(=O)C2CCC(=O)N(C3CC3)C2)cn1 (stereo not drawn),-2,0,-4,2,6,3,-6,5,-4,3
Cc1ccc(NC(=S)NCCN2CCOCC2)cc1C,0,-3,-4,0,-16,-4,16,-7,5,0
Cc1cccc(Nc2nnc(SCC(=O)NC3CCCc4ccccc43)s2)c1C (stereo not drawn),-3,6,8,1,5,6,1,-6,4,-12
C[n+]1cn(/N=C/c2ccccc2)c2ccccc21,0,2,4,0,14,0,0,-3,2,5
COc1ccc(NC2=NCC(Cc3ccc(Br)cc3)S2)cc1 (stereo not drawn),4,8,12,6,16,6,-5,4,11,-5

Compound activity: PubChem, The Scripps Research Institute Molecular Screening Center
